Screening data (PubChem BioAssay)
Growth percent in the NCI-60 one-dose screen (48 h, 10 µM unless noted): 100 = growth as untreated, 0 = no growth, -100 = all killed.
OVCAR-4 = OVCAR-4 ovarian cancer cells. 3.7% of 80,000 active
OVCAR-5 = OVCAR-5 ovarian cancer | 2.9% of 82,000 active
NCI/ADR-RES = NCI/ADR-RES ovarian cells; 4.4% of 81,000 active
DU-145 = DU-145 prostate cancer | 4.2% of 81,000 active | AID 1794760
OVCAR-8 = OVCAR-8 ovarian cancer. 4.4% of 81,000 active
OVCAR-3 = OVCAR-3 ovarian cancer; 7% of 79,000 active
IGROV1 = IGROV1 ovarian cancer; 4.7% of 79,000 active; AID 1794786
SK-OV-3 = SK-OV-3 ovarian cancer cells; AID 1794785; 3.2% of 80,000 active
Numbers without * were called inactive; / = no result given; & = joins results of further samples; [ ] = dose if it differs, or a comment. Rule for the calls: active = growth percent below 10; inactive = the rest. Hits appear at their usual frequency; 9.5% or so of the library scored in one or more.

Values run as follows: OVCAR-4	OVCAR-5	NCI/ADR-RES	DU-145	OVCAR-8	OVCAR-3	IGROV1	SK-OV-3
> CCCCCN1C(=O)/C(=c2\sc3n(c2=O)NC2C(N=3)N(CC)C(=O)N2CC)c2ccccc21 (stereo not drawn)
→ 62	76	53	89	81	75	73	91
> O=C(CCn1c[n+](CC(=O)c2ccccc2)c2ccccc21)Nc1cccc2cccnc12
→ 84	94	100	107	100	98	95	104
> CN(NC(=O)c1ccccc1)C(=O)c1ccccc1
→ 109	100	107	109	103	112	107	118
> O=C(CN1CCN(c2cc3c(cc2F)c(=O)c(C(=O)O)cn3C2CC2)CC1)N/N=C/c1c[nH]c2ccccc12
→ 95	97	99	102	96	93	104	85
> O=C(Nc1nonc1-c1ccccc1)c1ccc(C(F)(F)F)cc1
→ 91	100	85	92	87	/	96	112
> O=C1C(=O)N(CCCCn2cc(-c3ccccc3)nn2)c2ccccc21
→ 106	102	104	105	103	111	101	111
> BrC1=C(Br)C(Br)(Br)C(Br)=C1Br
→ 104	97	75	106	63	104	98	108
> COc1ccc(-c2cc(CCCCO)on2)cc1[N+](=O)[O-]
→ 90	104	108	113	109	102	104	118
> CCN(CC)N=Nc1nn(C(=O)Nc2ccc(Cc3ccccc3)cc2)c2ccc(Cl)cc12
→ 76	88	82	71	69	88	88	92
> O=C(CSc1nc2ccccc2c(=O)n1-c1ccccc1)Nc1cccc(C(=O)/C=C/c2ccc(Cl)cc2)c1
→ 97	106	104	101	98	/	107	109
> O=C1C(/C=N\C(=S)NCc2ccccc2)=C(O)c2ccccc21
→ 100	117	87	93	99	100	87	92
> COc1ccc(C(=O)C(C)C)c2ccccc12
→ 108	98	107	104	126	120	128	107
> Cc1ccc(S(=O)(=O)OC2CCC3(C)C(=CCC4C3CCC3(C)C(C(C)CCCC(C)C)CCC43)C2)cc1 (stereo not drawn)
→ 101	105	112	118	103	108	118	113
> Cn1ccnc1C(=O)/C=C/c1ccccc1
→ 27	39	21	-55*	21	0.6*	/	27
> CC(=O)N1N=C(c2ccc(Cl)cc2)CC1c1ccc2c(c1)OCO2 (stereo not drawn)
→ /	102	67	96	88	90	96	104
> C[C@H](Oc1ccc(C(=O)NS(=O)(=O)C(C)(C)C)cc1C(F)(F)F)c1ccc(Oc2ccccc2)cn1
→ 101	98	109	103	101	101	99	101
> O=C(CCl)NC1(C(=O)O)CCCC1
→ 100&106	97&104	106&108	109&116	99&107	115&116	119&109	112&108
> Fc1ccc(-c2nn(-c3ccccc3)cc2-c2nc3ccccc3[nH]2)cc1
→ 106	90	83	108	94	106	123	116
> FC(F)(F)Oc1ccc2nc3nc4ccc[nH]c4cc3c2c1
→ 32	115	86	88	70	98	75	64
> O=C1CC2(CCCCC2)Oc2cccnc21
→ 99	99	95	110	98	/	102	101
> COC(=O)c1c2c(c(C)[n+]([O-])c1C)C(=O)C(NCc1ccc(O)cc1)=CC2=O
→ -97*	-17*	-6.5*	-69*	5.3*	-33*	-45*	/
> CC(C)C1=C[C@@]23CC[C@@H]4[C@](C)(CCC[C@]4(C)C(=O)N4CCCC4)[C@H]2C[C@@H]1[C@H]1C(=O)CCC(=O)[C@H]13
→ 84	103	80	103	97	103	101	99
> O=C(O)c1cccc(=O)o1
→ 116	103	110	114	103	108	109	106
> Cc1ccc(NC(=O)CN2CCN(c3cc(=O)[nH]c4ccc(F)cc34)CC2)cc1
→ 86	95	91	86	92	106	76	104
> O=C1CCc2ccc(OCc3cn(Cc4ccccc4)nn3)cc2N1
→ 99	105	104	106	105	116	109	102
> CN(C)CCCn1c(=O)n(Cc2ccc(F)cc2)c(=O)n(Cc2ccc(F)cc2)c1=O
→ 97	95	86	107	96	100	106	98
> COc1cccc(CNc2ccccc2)c1O
→ 109	97	108	113	99	114	124	97
> O=C(CC(CC(=O)c1cccs1)c1ccc(O)cc1)c1cccs1
→ 120	96	107	114	96	111	111	90
> COc1cc(Nc2ncccc2NC(=O)c2cn(Cc3cccc(Oc4ccccc4)c3)nn2)cc(OC)c1OC
→ 82	100	79	90	88	84	106	97
> Cc1nccc2c3ccc(OCc4cn(-c5ccccc5)nn4)cc3n(CCCc3ccccc3)c12
→ 71	91	70	89	56	69	89	70

Among those listed so far, these contain an aryl methoxy group:
Values run as follows: OVCAR-4	OVCAR-5	NCI/ADR-RES	DU-145	OVCAR-8	OVCAR-3	IGROV1	SK-OV-3
> COc1ccc(-c2cc(CCCCO)on2)cc1[N+](=O)[O-]
→ 90	104	108	113	109	102	104	118
> COc1ccc(C(=O)C(C)C)c2ccccc12
→ 108	98	107	104	126	120	128	107
> COc1cccc(CNc2ccccc2)c1O
→ 109	97	108	113	99	114	124	97
> COc1cc(Nc2ncccc2NC(=O)c2cn(Cc3cccc(Oc4ccccc4)c3)nn2)cc(OC)c1OC
→ 82	100	79	90	88	84	106	97

New compounds follow:
Values run as follows: OVCAR-4	OVCAR-5	NCI/ADR-RES	DU-145	OVCAR-8	OVCAR-3	IGROV1	SK-OV-3
> CCCCNC(=O)Oc1ccc(/C(=C(\C)c2ccccc2)c2ccc(OCCN(CC)CC)cc2)cc1
→ 80	78	84	89	77	75	77	74
> COc1ccc(NC(=S)N/N=C/c2ccccc2SSCCC(=O)OC[C@H]2O[C@H](O)[C@H](O)[C@@H](O)[C@@H]2O)cc1
→ 80	100	60	84	68	91	57	73
> CCn1c(N)cc(=O)[nH]c1=S
→ 102	104	113	108	100	104	124	130
> CC(C)C1(C2CCCC2)NC(=O)NC1=O (stereo not drawn)
→ 106	92&111	106&115	106&108	103&116	109&113	105&111	111&100
> CN1C(=O)C(Nc2ccc(C(=O)Nc3ccc(Cl)cc3)cc2)=C(c2ccccc2)C1=O
→ 73	87	77	77	89	77	90	61
> CN(C)c1ccc(/C=N/Nc2nnc3n2N=C(c2ccccc2)CS3)cc1
→ 96	110	95	107	102	114	92	102
> O=C(O)c1ccc(-n2cc(/C=N/Nc3ccccc3F)c(-c3ccc(O)cc3)n2)cc1
→ 95	81	80	97	88	83	81	102
> Cc1ccc2c(c1)C(C)Cc1c(Cl)nc(-c3ccccc3)nc1N2C (stereo not drawn)
→ 97	106	101	111	106	112	107	110
> COc1ccc(C(=O)c2sc(Nc3cccc(F)c3)nc2N)cc1
→ 88	93	108	108	99	110	110	112
> COc1ccc(NC(=O)COc2ccccc2[C@H]2c3sc(=O)[nH]c3S[C@H](C)[C@H]2C(=O)N2N=C(c3ccc(OC)cc3)CC2c2ccc3ccccc3c2)cc1 (stereo partly drawn)
→ 92	103	96	98	92	99	85	96
> O=CN(Cc1nc2ccccc2[nH]1)c1ccc(C(=O)O)cc1
→ 105	110	113	113	110	121	117	107
> Oc1cccc2oc(=S)[nH]c12
→ /	97	102	118	112	125	110	108
> O=C(Nc1ccc(Cl)cc1)OCCN(CCOC(=O)Nc1ccc(Cl)cc1)Cc1ccccc1
→ 74	73	58	82	73	52	57	76
> c1ccc(Cn2cc(COc3ncnc4sc5c(c34)CCCC5)nn2)cc1
→ 98	103	88	106	100	108	104	100
> CC1=Nc2ccccc2C1(C)C
→ /	106	104	111	96	103	98	107
> CCCCC(=O)OC(C)COc1ccc(C(C)CC)cc1 (stereo not drawn)
→ 101	100	105	106	96	110	103	96
> Oc1ccc2ccccc2c1CNc1nc2ccccc2[nH]1
→ 81	88	88	94	81	94	95	107
> O=C1c2ccccc2C(=O)c2c(N=Nc3[nH]c(=S)[nH]c3O)cccc21
→ 59	50	50	16	30	1.7*	27	31
> COC(c1ccccc1)(c1ccccc1)c1ccc2ccc3ccccc3c2c1
→ 83	97	94	92	103	99	91	97
> Cc1cc(OI)c(C(C)C)cc1-c1cc(C(C)C)c(OI)cc1C
→ 109	94	102	101	104	108	98	92
> NC(N)=NN=c1c(=O)c2ccccc2c1=O
→ 103	99	92	-97*	81	81	102	98
> CCNC(=S)Nc1ccc(-n2c(=O)c3ccccc3c3ccccc3c2=O)cc1
→ /	111	107	108	106	120	113	109
> COc1cc(OC)c([C@@H]2Nc3cc(-c4cc(OC)c(OC)c(OC)c4)ccc3O[C@H]2CO)c(OC)c1
→ 99	92	95	103	104	99	96	106
> CCCCCCCCCCCCCCCCn1cc[n+](C)c1
→ -55*	-68*	37	-100*	-54*	-25*	-67*	-34*
> O=c1[nH]c(=O)n(C2OC(CO)C(O)C2O)cc1Br (stereo not drawn)
→ 101	107	101	111	96	107	107	104
> O=S(=O)(CS(=O)(=O)c1ccc(Cl)c(Cl)c1)c1ccc(Cl)c(Cl)c1
→ 104	93	118	114	111	111	106	103
> NC(=O)N1CC2(CCCCC2)CC1=O
→ 106	103	99	115	110	109	103	103
> CC1(C)CC(=O)C2=C(C1)N(c1sc3c(c1C#N)CCCC3)c1nc(N)c(C#N)c(N)c1C2c1cccc(Br)c1 (stereo not drawn)
→ 110	102	101	97	87	106	102	105
> O=C(NCc1ccc(Cl)cc1Cl)C1CCC(=O)N1C(=O)Nc1ccc(-c2ccccc2)cc1 (stereo not drawn)
→ 88	78	86	98	90	108	83	97
> O=C(NCCNC(=O)c1cccnc1)c1cccnc1
→ 107	96	109	104	102	105	102	104
> NC(N)=N/N=C/C(=N/N=C(N)N)c1ccccc1
→ 109	104	102	120	101	121	112	124
> COc1ccc(/C=C2\N=C3N(N=C(c4ccccn4)N3c3ccccc3)C2=O)cc1
→ 99	121	100	110	103	99	86	107
> O=C(/C=C(/C=C/c1coc2ccccc12)OB(F)F)/C=C/c1coc2ccccc12
→ 107	113	102	99	88	58	97	122
> C=CCCCC(OC(=O)CCCCCCC)c1ccc(C(OC(=O)CCCCCCC)c2cccnc2)o1 (stereo not drawn)
→ 106	106	107	109	86	114	91	110
> O=C(O)c1ccc(CCCc2ccccc2)cc1
→ 116	103	102	114	94	105	109	102
> O=C(Nc1ccc(NS(=O)(=O)c2ccc(C(F)(F)F)cc2)cc1)C12CC3CC(CC(C3)C1)C2
→ 89	108	90	106	101	100	104	100
> Nc1ccc2ccccc2c1[N+](=O)[O-]
→ 117	113	98	130	99	117	103	110
> COc1ccccc1/C=C1\Oc2cc(OCCN3CCCC3)ccc2C1=O
→ 94	86	91	89	92	96	97	98
> Cc1cc2c(n1-c1ccccc1)CSc1cc(S(=O)(=O)c3ccccc3)c(=O)[nH]c1-2
→ 94[100 µM]	100[100 µM]	96[100 µM]	105[100 µM]	85[100 µM]	105[100 µM]	112[100 µM]	104[100 µM]
> CN(C)c1ccc2cc(-c3ccccc3F)c(=O)[nH]c2c1
→ 103	114	86	98	102	98	103	105
> COc1ccc(NC(=O)CSc2nc3ccccc3c(=O)n2CCc2ccc(S(N)(=O)=O)cc2)cc1
→ 99	101	96	100	98	99	103	109
> O=C(NNC(=O)c1ccc2ccccc2c1)c1cccc(F)c1
→ 104	117	110	119	108	121	116	107
> COc1cccc(NC(=O)Cn2c(C)c(C#N)c3ccccc32)c1
→ /	118	91	97	95	78	/	98
> CCN(CC)C(=O)CCCCCCCC(=O)N(CC)CC
→ 98	111	96	119	106	119	106	105
> CC1=C(C)C(=O)C(Nc2ccc(C)c(C)c2)=C(Br)C1=O
→ 55	111	83	109	100	109	91	100
> O=C(Nc1ccc(C(=O)Nc2ccc(C3=NCCCN3)cc2)cc1)Nc1ccc(C2=NCCCN2)cc1
→ 65	93	86	96	57	103	100	98
> Cc1ccc(NC(=O)CS(=O)(=O)c2nc3ccccc3nc2C)cc1
→ 101	95	110	114	96	108	108	106
> O=C(N/N=C/c1ccc2ccccc2n1)c1ccc(OCc2nc3ccc(Cl)cc3[nH]2)cc1
→ 105	97	94	114	98	97	89	99
> CC1CCCN(CCC(=O)c2ccccc2)C1 (stereo not drawn)
→ 103	98	106	113	106	109	115	110
> Fc1ccc(-c2nnc(N3CCOCC3)c3ccccc23)cc1F
→ 95	93	99	109	99	113	97	96
> Cc1cc(C)c2[nH]c(=O)c(C(c3nnnn3Cc3ccc4c(c3)OCO4)N3CCN(C)CC3)cc2c1 (stereo not drawn)
→ 108	108	108	103	114	122	111	111
> O=C(/C(=C/c1cccs1)Cc1nc2ccccc2[nH]1)c1nc2ccccc2[nH]1
→ 77	80	96	98	87	82	111	100
> C/C(=C/Cl)n1cnc2c(Nc3ccccn3)nc(Cl)nc21
→ 105	102	106	103	102	103	99	111
> Cc1noc(NS(=O)(=O)c2ccc(N=Nc3ccc(N)nc3N)cc2)c1C
→ 114	104	114	99	103	113	109	105
> O=C1CCN(c2ccc(-c3ccsc3)cc2)N1c1ccc(-c2ccsc2)cc1
→ 82	81	85	90	82	88	79	105
> COC(=O)[C@]12CCC(C)(C)C[C@H]1[C@H]1C(=O)C[C@@H]3[C@@]4(C)CC[C@H](O)C(C)(C)[C@@H]4CC[C@@]3(C)[C@]1(C)CC2
→ 91	103	103	97	89	92	95	86
> CC[C@]12C=CCN3CC[C@@]4(c5ccc(OC)cc5N(C)[C@H]4[C@@](O)(C(=O)OC)[C@@H]1OC(=O)CCCBr)[C@@H]32
→ 84	101	89	100	93	100	100	101
> O=C(N/N=C/c1c[nH]c2ccccc12)c1cn(C2CC2)c2cc(N3CCNCC3)c(F)cc2c1=O
→ 105	106	103	100	101	/	100	119
> CCOC(=O)C(c1ccccc1)C(C(=O)OCC)c1ccc(OC)cc1 (stereo not drawn)
→ 85	97	91	104	100	106	87	97
> COc1cc([N+](=O)[O-])ccc1N
→ 120	89	101	111	97	113	123	103
> CC12CCC3C4(C)COC(c5cccc([N+](=O)[O-])c5)OC4CCC3(C)C1CC(C1=CCOC1=O)O2 (stereo not drawn)
→ 77	106	95	104	96	101	102	107

Shown tab-delimited: part of the list above
compound	OVCAR-4	OVCAR-5	NCI/ADR-RES	DU-145	OVCAR-8	OVCAR-3	IGROV1	SK-OV-3
CN(C)c1ccc2cc(-c3ccccc3F)c(=O)[nH]c2c1	103	114	86	98	102	98	103	105
COc1ccc(NC(=O)CSc2nc3ccccc3c(=O)n2CCc2ccc(S(N)(=O)=O)cc2)cc1	99	101	96	100	98	99	103	109
